FN deposition inh – fibronectin deposition inhibition; AH1F fibroblasts, Alexa488-fibronectin deposition fluorescence, overnight; inhibition, % at 12.6 µM; hit rate 0.086% among 350,000;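 active = mean inhibition across replicates of 30% or more, regardless of how many single replicates reach that level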;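 note: positive control wells lacked labelled fibronectin entirely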
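Material: AH1F fibroblast monolayer depositing Alexa488-labelled fibronectin into matrix | Input: 10000 AH1F cells/well | Medium: DMEM plus 2% serum, read in PBS | Reagent: Alexa488-fibronectin, 24 nM final in well | Compound dosing: One dose per compound, pinned | Schedule: 1 h adhesion, overnight exposure | Measured by: Fluorescence at 485 nm excitation, 525 nm emission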
PGC1a acetyl inh – PGC1a acetylation modulation, inhibitor mode; inhibition, % at 15.6 µM; U2OS PGC1a acetylation, AlphaScreen anti-acetyl-lysine; with virally co-expressed GCN5 acetyltransferase; AID 651687; hit rate 0.17% among 350,000;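 active = every replicate shows inhibition of at least 40%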;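 note: 0% = neutral control wells and 100% = positive control wells; some results beyond the cut were filed as inactive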
LGR2 inh – inhibitors of bursicon-induced Drosophila LGR2 receptor cAMP signaling; HEK293 LGR2, CRE-luciferase, bursicon-stimulated, 4 h; inhibition, % at 9.99 µM; hit rate 0.35% among 380,000;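 active = drop in luminescence signal, shown as inhibition above about 50% in the replicate tests, limit read from the data, passing the limit was not always enough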;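 note: agonist challenge used bursicon conditioned medium at about half maximal strength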
miR122 inh – blocks miR-122 activity in Huh7 sensor cells; Huh7 miR-122 Renilla luciferase sensor, 48 h; neutral wells = 0, positive control = 100; activation (reporter increase), % at 12.5 µM; hit rate 0.3% among 340,000; AID 602342;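 active = mean replicate activation score at least 90 and every replicate individually at or above 90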;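 note: higher luciferase means less miR-122 activity so hits act as miR-122 inhibitors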
EWS-Fli inh – inhibitors of EWS/Fli oncoprotein transcriptional activity; A673 NR0B1-luciferase reporter, viability-normalised; inhibition, % at 12.6 µM; hit rate 0.67% among 350,000; AID 651661;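 active = mean inhibition of at least 50% after viability correction, with every replicate also passing that limit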;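 note: firefly luciferase signal divided by Alamar Blue viability fluorescence both relative to DMSO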
PAX8 inh HTS – lowers PAX8-driven luciferase in RMG-I cells | RMG-I TPO-luciferase reporter, SteadyGlo, 24 h | hit rate 1.2% among 360,000 | inhibition, % at 12.6 µM;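 active = mean replicate inhibition at least 60% with every replicate also reaching 60%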;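 note: luciferase light reporting Pax8 driven TPO promoter activity; plate controls were median of neutral control wells for no effect and mitoxantrone controls for full effect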
CASP6 VEID inh – blocks human caspase-6 cleavage activity | AID 686996 | P55212 | hit rate 0.53% among 350,000 | purified caspase-6, Z-VEID-R110 cleavage fluorescence | inhibition, % at 12.5 µM;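 active = mean inhibition across replicates at least about 35%, with every replicate also reaching that limit, limit read from the data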;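 note: 0% = median of neutral control wells and 100% = no fluorescence left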
Target sequence (P55212 24-179 limits assumed): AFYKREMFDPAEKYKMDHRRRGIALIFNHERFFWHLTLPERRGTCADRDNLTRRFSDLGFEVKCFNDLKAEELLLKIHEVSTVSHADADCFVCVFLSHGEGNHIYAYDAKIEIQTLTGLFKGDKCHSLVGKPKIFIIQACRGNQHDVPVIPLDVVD
Target sequence (P55212 194-293 limits assumed): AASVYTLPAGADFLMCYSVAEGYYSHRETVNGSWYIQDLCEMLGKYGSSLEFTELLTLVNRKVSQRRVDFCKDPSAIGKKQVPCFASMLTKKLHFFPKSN
Cneo AK release – causes C. neoformans cell lysis; AID 651654; lysis activity, % at 15 µM; adenylate kinase release luminescence, 4 h; normalised: neutral wells 0, clomiphene wells 100; hit rate 0.2% among 360,000;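 active = mean lysis activity across replicates of at least 80%, whatever share of replicates individually reach that level; inactive = mean lysis activity below 80%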
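read-out = cell lysis signal | test system = log-phase Cryptococcus neoformans yeast cells | input = cells at 5 × 10^6 per mL | medium = fresh YPD growth medium | signal = luminescent adenylate kinase detection reagent | timing = 4 h at 37 °C static, read 1 h later | dosing = single dose | controls = Clomiphene as positive lysis control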
Starred values were filed as active, the others as inactive; . = no result given; & = joins results of further samples; [ ] = another dose, or the depositor's remark.

[1] COc1ccc(S(=O)(=O)NC(Cc2ccccc2)C(=O)O)cc1 (configuration not stated)
[2] Cc1ccc(S(C)(=O)=NC(=O)NC(=O)c2c(F)cccc2Cl)cc1 (configuration not stated)
[3] COc1ccc(Nc2nc(C(=O)NCc3ccco3)cs2)cc1
[4] NC1=NC(=O)CC(C(=O)NCCc2ccccc2)S1 (configuration not stated)
[5] CCN(CC)S(=O)(=O)c1ccc(C)c(NC(=O)CN2CCN(C)CC2)c1
[6] COc1ccccc1CNCCS(=O)(=O)NCc1ccccc1
[7] O=C(Nc1cccc2c1[nH]c(=O)c1ccccc12)C(F)(F)F
[8] COc1ccc(S(=O)(=O)N2CCOC2CNC(=O)C(=O)NCCCN2CCCC2=O)cc1OC (configuration not stated)
[9] COc1cc(C)ccc1OCCCCN1CC(C)OC(C)C1 (configuration not stated)
[10] Cc1cc(C)c(C(N)=O)c(Cl)n1
Screen / compound no.,1,2,3,4,5,6,7,8,9,10
FN deposition inh,4,-8,-9,1,-2,-10,.,-1,6,-4
PGC1a acetyl inh,6,.,12,5,-1,.,8,1,.,.
LGR2 inh,1,-1,7,.,0,-1,-32,-2,.,27
miR122 inh,-3,.,-9,0,-9,-2,2,8,11,.
EWS-Fli inh,8,-4,-3,.,1,0,-7,3,.,6
PAX8 inh HTS,3,3,8,5,13,-14,-50,-2,1,-6
CASP6 VEID inh,2,-3,0,.,-1,0,2,0,.,0
Cneo AK release,1,.,-24,3,11,12,-3,0,1,.

[11] COc1ccc(CN2C[C@@H](O)COC[C@@H]3O[C@@H](CC(=O)NCc4ccccc4Cl)CC[C@H]32)cc1
[12] CCCNC(=O)N1C[C@@H]2[C@H](c3ccccc31)[C@@H](CO)N2C(=O)CN1CCOCC1
[13] CCCC(=O)Nc1ccc2c(c1)OC[C@@H](C)N(C(=O)c1ccccc1F)C[C@H](C)[C@H](OC)CN(C)C2=O
[14] COC(=O)[C@@]12C[C@@H](CC(=O)NCC3CCCCC3)C(=O)N(Cc3ccc4c(c3)OCO4)C1=CCC(C)(C)C2
[15] CO[C@H]1CN(C)C(=O)c2cc(NC(=O)NC(C)C)ccc2OC[C@H](C)N(C)C[C@H]1C
[16] COC(=O)c1cnn(C(=O)c2cc(OC)ccc2Br)c1N
[17] CN(CC(=O)Nc1ccc(F)c(F)c1F)C(=O)CCN1C(=O)C2CC=CCC2C1=O (configuration not stated)
[18] COc1ccc(-c2c3c(=O)n(C)c(=O)n(C)c3cn2Cc2ccccn2)cc1
[19] CCC(=O)N1CCCC1(C)C(=O)Nc1ccc2c(c1)CCN2C(C)=O (configuration not stated)
[20] O=Cc1c(Cl)nc2ccccn2c1=O
Screen / compound no.,11,12,13,14,15,16,17,18,19,20
FN deposition inh,7,.,-3,1,-17,-9,-1,-7,-5,6
PGC1a acetyl inh,-7,14,6,.,4,-6,.,1,5,.
LGR2 inh,3,1,9,27,-15,8,-15,.,12,0
miR122 inh,1[16.7 µM],7[16.7 µM],28[16.7 µM],.,4[16.7 µM],3,2,-5,0,.
EWS-Fli inh,1,5,-2,-8,-9,.,-6,.,-8,12
PAX8 inh HTS,5,-9,.,20,.,.,-8,.,-5,10
CASP6 VEID inh,2,6,.,2,0,.,1,.,-1,2
Cneo AK release,2,0,.,.,-1,1,0,-2,1,.

[21] CC(=O)c1ccc(S(=O)(=O)Nc2ccc(C(=O)NC3CC3)cc2)cc1
[22] Cc1c(CCC(=O)O)c(=O)oc2c(C)c3occ(-c4ccc(Cl)cc4)c3cc12
[23] N#Cc1ccccc1OCC(=O)OCC(=O)NC1CC1
[24] COc1ccc(S(=O)(=O)NCc2cccnc2)cc1NC(=O)c1ccc(Cl)cc1
[25] COc1ccccc1-c1noc(Cn2cc(S(=O)(=O)N3CCCC3)ccc2=O)n1
[26] CN1CCN(CC(=O)N/N=C/c2ccc(F)c(F)c2)CC1
[27] Cc1cc(C)n(CC(=O)NNC(=O)CC(C)c2ccccc2)n1 (configuration not stated)
[28] O=C1N=C(N2CCOCC2)S/C1=C\c1ccc(OS(=O)(=O)c2ccccc2)cc1
[29] COc1ccc([C@H]2C[C@H](O)[C@@H](n3cc(COC(=O)c4ccccc4)nn3)CN2CC2CCCCC2)cc1
[30] C[C@@H]1CN([C@@H](C)CO)C(=O)c2cc(C3=CCCCC3)cnc2O[C@@H]1CN(C)Cc1ccncc1
Screen / compound no.,21,22,23,24,25,26,27,28,29,30
FN deposition inh,-5,-3,-4,3,4,0,-5,0,.,.
PGC1a acetyl inh,-1,.,.,-4,4,-7,0,.,.,-6
LGR2 inh,-13,4,-15,1,-6,2,-6,.,-5,5
miR122 inh,-6,.,.,40,10,18,-2,.,-6,12[16.7 µM]
EWS-Fli inh,2,17,5,-3,4,.,-1,8,-11,-15
PAX8 inh HTS,.,25,8,1,15,13,0,18,8,.
CASP6 VEID inh,15,29,0,0,3,.,-2,3,-2,2
Cneo AK release,-1,-2,1,-1,0,-5,-2,.,-2,50

[31] CCOC(=O)C1CCN(C(=O)c2cccc(N3C(=O)NC4CC3(C)Oc3ccc(C)cc34)c2)CC1 (configuration not stated)
[32] COc1ccc(S(=O)(=O)N2C[C@H](O)COC[C@H]3O[C@H](CC(=O)NCCCN(C)C)CC[C@@H]32)cc1
[33] CC1Oc2ccccc2N(CC(=O)Nc2ccc(F)cc2)C1=O (configuration not stated)
[34] C[C@@H]1CCCCO[C@H](CN(C)C(=O)Nc2ccc3c(c2)OCO3)[C@H](C)CN([C@@H](C)CO)C(=O)c2cc(NC(=O)Cc3ccccc3)ccc2O1
[35] COCC(=O)Nc1ccc2c(c1)OC[C@H](C)N(C(C)=O)C[C@@H](C)[C@H](OC)CN(C)C2=O
[36] COc1ccc(S(=O)(=O)NC2CC(C)(C)NC(C)(C)C2)cc1
[37] CCOC(=O)N1CCN(S(=O)(=O)c2ccc(C(=O)N(CCN(C)C)c3nc4ccc(Cl)cc4s3)cc2)CC1
[38] COC(=O)[C@]12C[C@H](CC(=O)NCc3cccc(C(F)(F)F)c3)C(=O)N(Cc3ccccc3)C1=C[C@H](C(C)C)O[C@@H]2C1CC1
[39] CC(C)(C)NC(=O)C1C(c2ccc(C(F)(F)F)cc2)=Nc2ccccc2N1C(=O)c1cccc(C(F)(F)F)c1 (configuration not stated)
[40] COc1ccc(OC)c(NC(=O)CCNS(=O)(=O)c2cccc3nsnc23)c1
Screen / compound no.,31,32,33,34,35,36,37,38,39,40
FN deposition inh,3,-2,-4,.,1,5,4,-11,2,0
PGC1a acetyl inh,2,-2,25,1,.,-1,-16,.,.,-17
LGR2 inh,2,-21,14,13,7,13,-9,9,-1,13
miR122 inh,-2,-5[16.7 µM],2,0[16.7 µM],1[16.7 µM],6,-8,.,.,9
EWS-Fli inh,.,19,4,13,2,6,-51,-2,17,3
PAX8 inh HTS,10,-5,-4,22,-15,-3,-48,13,16,-1
CASP6 VEID inh,-3,-5,1,.,3,3,-5,0,2,-1
Cneo AK release,0,-8,5,12,7,0,-2,.,.,-1

12 consecutive compounds from above, for reference:
[4] NC1=NC(=O)CC(C(=O)NCCc2ccccc2)S1 (configuration not stated)
[5] CCN(CC)S(=O)(=O)c1ccc(C)c(NC(=O)CN2CCN(C)CC2)c1
[6] COc1ccccc1CNCCS(=O)(=O)NCc1ccccc1
[7] O=C(Nc1cccc2c1[nH]c(=O)c1ccccc12)C(F)(F)F
[8] COc1ccc(S(=O)(=O)N2CCOC2CNC(=O)C(=O)NCCCN2CCCC2=O)cc1OC (configuration not stated)
[9] COc1cc(C)ccc1OCCCCN1CC(C)OC(C)C1 (configuration not stated)
[10] Cc1cc(C)c(C(N)=O)c(Cl)n1
[11] COc1ccc(CN2C[C@@H](O)COC[C@@H]3O[C@@H](CC(=O)NCc4ccccc4Cl)CC[C@H]32)cc1
[12] CCCNC(=O)N1C[C@@H]2[C@H](c3ccccc31)[C@@H](CO)N2C(=O)CN1CCOCC1
[13] CCCC(=O)Nc1ccc2c(c1)OC[C@@H](C)N(C(=O)c1ccccc1F)C[C@H](C)[C@H](OC)CN(C)C2=O
[14] COC(=O)[C@@]12C[C@@H](CC(=O)NCC3CCCCC3)C(=O)N(Cc3ccc4c(c3)OCO4)C1=CCC(C)(C)C2
[15] CO[C@H]1CN(C)C(=O)c2cc(NC(=O)NC(C)C)ccc2OC[C@H](C)N(C)C[C@H]1C
Screen / compound no.,4,5,6,7,8,9,10,11,12,13,14,15
FN deposition inh,1,-2,-10,.,-1,6,-4,7,.,-3,1,-17
PGC1a acetyl inh,5,-1,.,8,1,.,.,-7,14,6,.,4
LGR2 inh,.,0,-1,-32,-2,.,27,3,1,9,27,-15
miR122 inh,0,-9,-2,2,8,11,.,1[16.7 µM],7[16.7 µM],28[16.7 µM],.,4[16.7 µM]
EWS-Fli inh,.,1,0,-7,3,.,6,1,5,-2,-8,-9
PAX8 inh HTS,5,13,-14,-50,-2,1,-6,5,-9,.,20,.
CASP6 VEID inh,.,-1,0,2,0,.,0,2,6,.,2,0
Cneo AK release,3,11,12,-3,0,1,.,2,0,.,.,-1

Next section
[41] Oc1c(C(c2cccs2)N2CCN(c3ccc(F)cc3)CC2)sc2ncnn12 (configuration not stated)
[42] O=C(NC1CC1)c1ccc(CS(=O)c2ccc(Br)cc2)o1 (configuration not stated)
[43] CSc1cccc(NC(=S)N(CCN(C)C)C(C)c2ccncc2)c1 (configuration not stated)
[44] CS(=O)(=O)Nc1ccc(C2=NN(C(=O)c3ccco3)C(c3cccc(F)c3)C2)cc1 (configuration not stated)
[45] COc1ccc(N(C(C)C(=O)N2CCCC2)S(C)(=O)=O)cc1 (configuration not stated)
[46] O=C1NCCOC(=O)[C@H](Cc2ccc(F)cc2)C/C=C\C[C@@H]1CC(=O)N(CCO)Cc1ccccc1
[47] Cc1c(C(=O)NN)nc2ccccn12
[48] C[C@H](CO)N1C[C@H](C)[C@H](CN(C)C(=O)Nc2ccc(F)cc2)Oc2ncc(-c3ccc(F)cc3)cc2C1=O
[49] Cc1ccc(NCCCn2cnc3c(OCc4ccccc4)ncnc32)cc1C
[50] Cc1oc(C(C)(C)C)cc1-c1cc(NC(=O)c2ccc([N+](=O)[O-])cc2)n[nH]1
[51] COC(=O)c1sccc1NC(=O)Nc1ccc(F)cc1F
[52] CC(C(c1cccs1)c1c(N)n(C)c(=O)n(C)c1=O)[N+](=O)[O-] (configuration not stated)
Screen / compound no.,41,42,43,44,45,46,47,48,49,50,51,52
FN deposition inh,-3,-7,-2,-14,-3,-9,-6,1,2,1,-5,-4
PGC1a acetyl inh,-23,.,-5,8,4,1,.,-1&4,-6,.,4,6
LGR2 inh,-11,11,1,0,12,-7,1,-2,-11,18,-9,.
miR122 inh,-8,-10,-2,0,-7,-8,.,-2&-4[16.7 µM],-1,.,3,.
EWS-Fli inh,1,-2,6,5,2,3,14,11&10,-9,-6,.,7
PAX8 inh HTS,4,-16,-11,20,-12,10,15,.,-11,11,.,-14
CASP6 VEID inh,1,-1,-6,2,-3,0,1,.,2,-4,8,0
Cneo AK release,-1,1,1,-1,-2,-2,.,.,-1,.,-2,.

Screening data deposited in PubChem BioAssay by Broad Institute.
